Mtb RmlCD inh – M. tuberculosis RmlC/RmlD inhibition | inhibition, % at 3.6 µM | 160,000 tested, 0.03% active | P9WH09+P9WH11 | RmlC+RmlD coupled enzyme assay, percent inhibition; primary screen in compound mixtures; in the data active = inhibition mostly above about 34%, no sharp cut-off; note: some results filed as inactive read as strong as hits
Target sequence (P9WH09 whole entry, looked up): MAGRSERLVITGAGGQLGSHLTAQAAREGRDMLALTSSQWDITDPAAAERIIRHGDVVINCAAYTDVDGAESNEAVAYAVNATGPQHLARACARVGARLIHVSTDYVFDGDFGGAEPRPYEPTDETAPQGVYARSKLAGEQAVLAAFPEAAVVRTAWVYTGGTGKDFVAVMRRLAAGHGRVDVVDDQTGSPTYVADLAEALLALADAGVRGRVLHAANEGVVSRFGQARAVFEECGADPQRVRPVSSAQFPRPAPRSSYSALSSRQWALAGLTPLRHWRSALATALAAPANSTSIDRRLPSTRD
Target sequence (P9WH11 whole entry, looked up): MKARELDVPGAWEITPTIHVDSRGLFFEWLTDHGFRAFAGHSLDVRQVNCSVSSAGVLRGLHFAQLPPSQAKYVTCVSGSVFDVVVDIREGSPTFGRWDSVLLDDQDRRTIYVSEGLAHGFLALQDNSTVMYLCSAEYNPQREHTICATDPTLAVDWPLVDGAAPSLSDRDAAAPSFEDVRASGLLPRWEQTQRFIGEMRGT
M. tuberculosis GlmU – inhibition of mycobacterial GlmU enzyme – biochemical, glucosamine-1-phosphate acetyltransferase (AID 1376); inhibition, %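 (tested at 30 µM in the primary screen)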; hits with a dose series show IC50 in µM; 220,000 tested, 0.25% active; M. tuberculosis GlmU acetyltransferase enzyme assay; higher % means a stronger effect; in the data active = inhibition above about 13%;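 note: 0% = complete reaction with vehicle and 100% = reaction without substrate; strong numbers were not always called active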
Active calls of the source: *; / = no result given; & = joins results of further samples. The list is partial; rates above refer to the full screens.

no. | SMILES | Mtb RmlCD inh | M. tuberculosis GlmU
1 | O=C(/C=C/c1cccc([N+](=O)[O-])c1)N1CCN(Cc2ccc3c(c2)OCO3)CC1 | / | 1.1%
2 | O=c1onc(-c2ccc(Cl)cc2)n1Cc1ccc(F)cc1 | -6 | -1.4%
3 | O=C(c1ccc(Cl)cc1)c1oc2ccccc2c1CS(=O)c1ccc(Cl)cc1 (configuration not stated) | 7 | -0.5%
4 | CCN1CCN(C(=S)c2ccc([N+](=O)[O-])cc2)CC1 | -8 | 3.0%
5 | Cc1ccc(C)c(NC(=O)C2CC=CCC2C(=O)O)c1 (configuration not stated) | -5 | 0.1%
6 | CC1(C)CC(NC(=O)CCc2nnc(CCCCc3ccccc3)o2)CCO1 (configuration not stated) | / | 7.5%
7 | O=c1[nH]c2ccccc2o1 | -111 | 1.8%
8 | C[C@@H]1C(=O)O[C@@H]2[C@H](O)C34[C@@H]5OC(=O)C3(O[C@H]3OC(=O)[C@H](O)C34[C@H](C(C)(C)C)[C@H]5O)[C@@]12O (some centres not stated) | / | -1.8%
9 | COc1cccc(CNC(=O)C2CCN(S(=O)(=O)N3CC(C)CC(C)C3)CC2)c1 (configuration not stated) | / | 4.0%
10 | C=CCn1c(Cc2cccs2)nnc1SCC(=O)c1ccc2ccccc2c1 | 12 | 0.5%
11 | O=C1CC(c2ccccc2)CN1C(=O)c1cccnc1 (configuration not stated) | -9 | 0.1%
12 | O=C(Nc1ccccc1)c1ccc(S(=O)(=O)N2CCCC2)cc1 | 8 | -1.8%
13 | COP(=O)(CC(=O)O)c1ccccc1 (configuration not stated) | 12 | -1.1%
14 | COc1cc(S(=O)(=O)Nc2ccccn2)ccc1F | -6 | 9.5%
15 | O=S(=O)(c1ccc2c(c1)OCO2)N1CCN(c2nnnn2-c2ccccc2)CC1 | / | 6.9%
16 | NNC(=O)c1ccc(Cn2cc(Br)cn2)cc1 | -9 | 8.2%
17 | CCN(C(=O)COC(=O)c1[nH]c(=O)[nH]c(=O)c1N)c1ccccc1 | 1 | 1.8%
18 | C=CCNS(=O)(=O)c1cccc2cc(C(=O)O)c(O)cc12 | 11 | -0.8%
19 | FC(F)(F)c1ccccc1/C=N/Nc1ccccn1 | 1 | -6.7%
20 | CC(C)NC(=O)CCCc1c[nH]c2ccccc12 | 4 | 4.7%
21 | CC(C1CCN(Cc2cn(C)nc2-c2cccc(Cl)c2)CC1)N1CCOCC1 (configuration not stated) | -8 | 0.4%
22 | Cc1ccc(N2C(=O)C(CN3CCCC3)C2c2ccccc2)cc1 (configuration not stated) | -5 | 0.1%
23 | COC(=O)c1ccc(NC(=O)Cn2c(-c3nonc3N)nc3ccccc32)cc1 | 15 | 2.0%
24 | CCCCNc1ccc2c3c(cccc13)C(=O)N(CCCC)C2=O | -3 | 1.4%

Part of the list above, as labelled records:
21. CC(C1CCN(Cc2cn(C)nc2-c2cccc(Cl)c2)CC1)N1CCOCC1 (configuration not stated)
  Mtb RmlCD inh: -8
  M. tuberculosis GlmU: 0.4%

16. NNC(=O)c1ccc(Cn2cc(Br)cn2)cc1
  Mtb RmlCD inh: -9
  M. tuberculosis GlmU: 8.2%

(list continues)
no. | SMILES | Mtb RmlCD inh | M. tuberculosis GlmU
25 | CCOC(=O)N1CCC(N2C(=O)c3ccccc3C2Nc2cc(C(=O)OC)cc(C(=O)OC)c2)CC1 (configuration not stated) | 9 | -7.6%&-8.2%
26 | Cc1cc(Cl)ccc1NC(=S)NCC(C)C | / | -3.1%
27 | Cc1cc(=O)oc(C)c1C(=O)N1CCCc2ccccc21 | / | 6.1%
28 | CCOc1ccc(/C=C/C(=O)NCCc2ccc(OC)c(OC)c2)cc1 | / | 3.4%
29 | COc1ccc(C(CNC(=O)c2ccccc2SC)N(C)C)cc1 (configuration not stated) | -10 | -4.7%
30 | CC1CCC(NC(=O)c2cc3c(=O)n(C)c4ccccc4c3n2C)CC1 (configuration not stated) | -6 | -0.2%
31 | COCCCNC(=O)CC(NS(=O)(=O)c1ccc(C)cc1)c1ccco1 (configuration not stated) | 4 | 1.8%
32 | O=C(/C=C\Nc1ccc(Cl)cn1)c1ccc(Br)cc1 | 0 | 3.3%
33 | Cc1ccnc(NS(=O)(=O)c2ccc(NC(=O)c3ccc(N4C(=O)CCC4=O)cc3)cc2)n1 | -7 | 8.9%
34 | Cc1cc(C)cc(NC(=S)NCc2ccc(F)cc2)c1 | 13 | -1.7%
35 | NC(=O)C1(S(=O)(=O)c2ccccc2)CCCCC1 | / | 0.2%
36 | CC(C)CSc1nc(N2CCOCC2)c2c(c1C#N)CC(C)(C)SC2 | / | -2.3%
37 | COc1cc(NC(=S)N(C)C)c(OC)cc1Cl | -6 | 1.3%
38 | CC1(C)CC(=O)c2c(oc3ccc(NS(=O)(=O)c4cccc5cccnc45)cc23)C1 | / | 1.6%
39 | O=C(CCC(=O)N1CCN(c2ccccn2)CC1)Nc1nnc(C2CCCCC2)s1 | -2 | 0.3%
40 | N#Cc1c(N)oc(-c2ccco2)c1-c1ccco1 | / | -0.1%
41 | COc1ccccc1OCc1ccc(C(=O)NCc2cccnc2)o1 | -1 | -0.6%
42 | COC(=O)C1=C(CCc2ccccc2)NC(=O)NC1c1ccc([N+](=O)[O-])cc1 (configuration not stated) | / | -0.6%
43 | CCN(c1ccccc1)S(=O)(=O)c1ccc(OC)c(N=N/C(C(=O)Nc2ccccc2)=C(/C)O)c1 | -5 | 5.5%
44 | COc1ccc(Nc2nnc(C)c3ccccc23)cc1C(N)=O | 12 | -2.8%
45 | O=C(Nc1ccc(S(=O)(=O)N2CCOCC2)cc1)C1COc2ccccc2O1 (configuration not stated) | -7 | 0.8%
46 | NC(=O)c1ccccc1NC(=O)c1ccccc1Cl | / | 0.4%
47 | CS(=O)(=O)N(CC(=O)Nc1ccc(S(=O)(=O)N2CCCC2)cc1)c1ccccc1 | 8 | 1.6%
48 | CCOC(=O)COc1ccc(C(=O)Nc2cccc(Cl)c2C)cc1 | -10 | 7.3%
49 | CC(C)(C)c1nc(SCC(=O)Nc2ccc3c(c2)OCCO3)c2ccccc2n1 | 23 | 4.7%
50 | Cc1cc2[nH]ncc2cc1NC(N)=S | -1 | -2.8%
51 | CCCNC(=O)NC(=O)CSc1nnc(-c2ccncc2)n1CC | / | 7.3%
52 | Cc1cc(N)ccc1N1CCCC1 | / | -13%
53 | Cc1ccc2nc(-c3cccnc3)cc(C(=O)Nc3ccc(F)cc3C)c2c1 | -10 | -4.7%
54 | O=C(NCCSc1ccccc1)c1ccc(Br)cc1 | -12 | 0.0%
55 | COc1cccc(NCc2cc(=O)oc3cc(-c4ccccc4)c(O)cc23)c1 | -10 | -8.5%
56 | O=C(NCc1ccccn1)C(=O)N/N=C/c1ccc2c(c1)OCO2 | 9 | 3.5%
57 | O=S(=O)(c1ccc2oc3ccccc3c2c1)N1CCOCC1 | / | 2.0%
58 | O=C(C/C=N\OCc1ccc([N+](=O)[O-])cc1)Nc1ccc(F)cc1F | / | 3.2%
59 | COC(=O)c1[nH]c2cccc(OC)c2c1NC(=O)CCN1CCSCC1 | 20 | -5.2%
60 | COc1cc(OC)nc(Oc2cc(/C=N/O)ccc2OC)n1 | 7 | 1.9%
61 | O=C(c1ccccc1)c1ccc(N2CCOCC2)c(NC(=O)c2ccco2)c1 | 8 | 3.6%
62 | Nc1ccc2c(C(F)(F)F)cc(C(F)(F)F)nc2n1 | / | 7.5%
63 | Cc1ccc(/C=N/NC(=O)COc2ccccc2-c2ccccc2)cc1 | 18 | -5.8%
64 | CCNc1nc(SC(C)C(=O)Nc2ccccc2)nc(N2CCOCC2)n1 (configuration not stated) | 24 | 0.9%
65 | Cc1cc(C)n2ncc(C(=O)NCc3cccnc3)c2n1 | -6 | 0.9%
66 | COc1ccc(C(=O)C2CCCN(C(=O)C3=CCCC3)C2)c(C)c1 (configuration not stated) | 7 | 6.9%
67 | CCOC(=O)C1(Cc2ccccc2)CCN(Cc2cnn(C(C)C)c2)CC1 | -6 | -2.6%
68 | Cc1ccccc1C(=O)c1c[nH]c(C(=O)NCCc2ccccn2)c1 | 3 | -1.8%
69 | COc1cc(C(=O)Nc2ccc3c(c2)C(=O)N(CCC(=O)O)C3=O)cc(OC)c1OC | 15 | 4.8%
70 | Cc1nn(C)cc1/C=N/NC(=O)c1ccco1 | / | 1.2%
71 | COC(=O)c1ccc(N2C(=O)CC(N3CCOCC3)C2=O)cc1 (configuration not stated) | 23 | 2.0%
72 | CC(=O)c1ccc(NC(=S)N(C)C2CCN(C)CC2)cc1 | -1 | -1.4%
73 | Cc1ccnc(NC(=O)c2ccc(Cl)cc2Cl)n1 | -16 | 1.0%
74 | Cc1ccc(CNCC(=O)Nc2ccc(C)cc2Br)cc1 | 3 | -4.0%
75 | Cc1ccc(/C=N/NC(=O)c2c[nH]c3ccccc23)s1 | / | -1.7%
76 | COC(=O)C1=C(N)Oc2c(oc(CO)cc2=O)C1c1c(F)cccc1Cl (configuration not stated) | -6 | -3.7%
77 | Cc1ccc(S(=O)(=O)N2CCC(C(=O)N/N=C/c3cccnc3)CC2)cc1 | / | -1.5%
78 | COc1cccc(C(=O)C2CCCN(C(=O)CCC3=NNC(=O)CC3)C2)c1 (configuration not stated) | 11 | 5.6%
79 | O=c1cc(N=Nc2ccc(Cl)cc2)[nH]c(=O)[nH]1 | 7 | 0.7%
80 | CN1C(=O)NC(=O)/C(=C/c2ccc([N+](=O)[O-])o2)C1=O | -6 | -3.0%
81 | O=C1CC(Sc2ncccn2)C(=O)N1c1ccccc1 (configuration not stated) | 9 | -4.8%
82 | COc1cc(C(=O)NCCN2CCCC2)cc(OC)c1OC | / | -0.2%
83 | CC1(CC(=O)N/N=C/c2cc3c(cc2Br)OCO3)OCCO1 | 8 | 5.0%
84 | COc1ccc(COc2ccccc2C(=O)Nc2ccccn2)cc1[N+](=O)[O-] | -14 | -1.1%

One compound at a time (already shown). Order of values: Mtb RmlCD inh | M. tuberculosis GlmU
`Cc1ccnc(NC(=O)c2ccc(Cl)cc2Cl)n1` is listed with -16 | 1.0%
`COc1ccc(COc2ccccc2C(=O)Nc2ccccn2)cc1[N+](=O)[O-]` is listed with -14 | -1.1%
`Cc1ccc(S(=O)(=O)N2CCC(C(=O)N/N=C/c3cccnc3)CC2)cc1` is listed with / | -1.5%
`COc1cc(C(=O)NCCN2CCCC2)cc(OC)c1OC` is listed with / | -0.2%
`CC1(CC(=O)N/N=C/c2cc3c(cc2Br)OCO3)OCCO1` is listed with 8 | 5.0%

Continued:
no. | SMILES | Mtb RmlCD inh | M. tuberculosis GlmU
85 | O=C(NC(NCCCN1CCOCC1)(C(F)(F)F)C(F)(F)F)C1CCCCC1 | 27 | -3.3%
86 | Nc1ccc(-c2nc3ccc(N)cc3o2)cc1 | / | 4.7%
87 | Cn1c(C(=O)NCCN2CCc3ccccc3C2)cc2c(=O)[nH]c3ccccc3c21 | / | 4.1%
88 | CCn1c(=O)cc(C(=O)OC)sc1=Nc1ccc(F)c(F)c1 | 10 | 1.3%
89 | Cc1nc(SCc2ccccc2F)c2oc3ccccc3c2n1 | 1 | 3.2%
90 | COCCCNc1nc2nonc2nc1N1CCN2CCCC2C1 (configuration not stated) | / | 10%
91 | CC1(C)CN2C(=S)N(c3ccccc3)C(c3ccccc3)N2C1 (configuration not stated) | 5 | 0.7%
92 | COc1ccc2cc(C(=O)Nc3ccc(F)cc3)sc(=O)c2c1OC | -4 | -0.5%
93 | Cc1cc(NC(=O)CSc2nc3ccsc3c(=O)n2CCCCC(=O)O)no1 | 6 | -0.5%
94 | Cc1ccn2c(NC(=O)C(C)(C)Oc3ccc(Cl)cc3)c(-c3cccs3)nc2c1 | -10 | 4.3%
95 | Cc1nc([N+](=O)[O-])c(C(=O)OCc2cccc(Br)c2)n1C | -11 | -1.9%
96 | COC(=O)c1ccsc1-n1cc(C#N)c(=O)n(C)c1=O | -8 | 2.1%
97 | COc1ccc(-c2coc3cc(O)cc(O)c3c2=O)cc1OC | 6 | -1.7%
98 | NC(=O)c1ccc(N=C2C(=O)Nc3ccc([N+](=O)[O-])cc32)cc1 | -9 | 1.6%
99 | CCN(C(=O)COc1cc(=O)n(C)c2ccccc12)c1cccc(Cl)c1 | 9 | -0.2%
100 | Cc1cc(=O)oc2cc(OCC3CC(c4ccccc4)=NO3)ccc12 (configuration not stated) | 5 | 5.9%
101 | CCN(CC(=O)NC1CCS(=O)(=O)C1)S(=O)(=O)c1ccccc1 (configuration not stated) | -2 | 0.5%
102 | COC(=O)C1C2C=CC(C3CC23)C1C(=O)OCC(=O)c1ccc(OC)cc1 (configuration not stated) | 6 | -0.3%
103 | COc1ccc2nc(Cl)cc(Cl)c2c1 | 55 | 4.8%
104 | O=C(CCc1ccccc1)NNC(=O)c1ccco1 | 17 | -0.5%
105 | CCCCCOC(=O)NCCOC(=O)Nc1ccc(C(=O)OCC)cc1 | -5 | 5.0%
106 | CCOCc1nnc(NC(=O)c2ccco2)s1 | -7 | 1.3%
107 | CC1=C(C(=O)OC(C)C)C(C)NC(=O)N1 (configuration not stated) | 6 | -0.9%
108 | COCCCNC(=O)CN(c1cc(Cl)ccc1OC)S(C)(=O)=O | / | 5.2%
109 | CCOC(=O)c1c(C)n(C)c2ccc(O)c(CN3CCCCC3)c12 | / | -0.2%
110 | CNC(=O)CC1C(=O)N(C)C(=S)N1NC(=O)c1ccccc1 (configuration not stated) | 2 | 2.1%
111 | O=S(=O)(c1ccc(Cl)cc1)n1cccn1 | -9 | 11%
112 | Cc1cc(OCCCn2cnc3ccccc3c2=O)ccc1[N+](=O)[O-] | 15 | 7.9%
113 | CC(C)(C)c1ccc(-c2nnc(SCC(=O)O)n2N)cc1 | / | 8.4%
114 | CC(=O)c1ccc(OCC(=O)NC2CCS(=O)(=O)C2)cc1 (configuration not stated) | / | -6.7%
115 | CCOCCn1c(=NC(=O)c2cc(Cl)sc2Cl)sc2cc(S(N)(=O)=O)ccc21 | 10 | 1.6%
116 | COc1ccccc1-n1cnc2cc(C(=O)NC3CCCC3)ccc21 | / | -1.1%

Screening results deposited in PubChem BioAssay by several laboratories.
